FEN1 inh: qHTS Assay for the Inhibitors of Human Flap endonuclease 1 (FEN1) | P39748 | Recombinant FEN1 flap cleavage, fluorescence, 15 min | Potency, µM (series often up to 114 µM), for inactives: at the highest dose activity change, negative = inhibition, usual class: inhibitors | hit rate 0.35% among 390,000 | AID 588795, 2011; active = well fitted inhibition curve with a large enough effect; inconclusive = small, poorly fitted or top-dose-only effect; inactive = no such curve, though single readings can be large or run the other way; note: nearly all actives have a fitted effect of over 65% in size
Target sequence (P39748 whole entry, looked up): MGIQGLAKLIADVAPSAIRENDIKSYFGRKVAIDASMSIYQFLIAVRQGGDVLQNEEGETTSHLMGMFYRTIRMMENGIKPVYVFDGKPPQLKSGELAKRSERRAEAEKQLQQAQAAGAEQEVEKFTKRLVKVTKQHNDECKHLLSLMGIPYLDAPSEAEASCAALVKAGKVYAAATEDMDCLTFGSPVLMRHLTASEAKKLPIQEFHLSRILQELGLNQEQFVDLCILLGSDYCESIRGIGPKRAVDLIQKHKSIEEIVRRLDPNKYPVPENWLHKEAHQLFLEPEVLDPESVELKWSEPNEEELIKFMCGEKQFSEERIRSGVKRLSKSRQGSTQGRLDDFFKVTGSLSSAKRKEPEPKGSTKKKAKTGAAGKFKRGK
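FEN1 at 10 nM, compound pretreatment for 15 min (room temperature), 50 nM final substrate to initiate; endpoint reads at 0 and 15 min; DMSO-only plates used as vehicle background.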
* = called active by the depositor; ? = inconclusive; & = joins results of further samples; [ ] = dose if it differs, or a comment. % is set by controls: 0 for no effect and ±100 for the full control effect; potency is the fitted concentration of half-maximal effect.

SMILES | FEN1 inh
CC(SC(C)C(=O)NN=Cc1cccc(Cl)c1)C(=O)NN=Cc1cccc(Cl)c1 (stereo unspecified) | -1%
CCCCn1c(N)c(N(CC(C)C)C(=O)Cc2ccc(S(=O)(=O)N3CCOCC3)s2)c(=O)[nH]c1=O | 2%
CC(=O)Nc1ccc(S(=O)(=O)NCC2CC3CCC2C3)cc1 (stereo unspecified) | 2%
COc1ccccc1NC(=O)C1CC(C(C)C)OC1=O (stereo unspecified) | 8%
COC(=O)C1N[C@@H]([C@@H](NC(=O)COc2ccccc2)C(=O)NC2CC2)SC1(C)C (stereo partly specified) | 13%&19%
CCCCCCCCCC[n+]1ccc(/C=C/c2c[nH]c3ccccc23)c2ccccc21 | 45µM*
O=C(CCCCCCCC(=O)N1CCCCC1)N1CCCCC1 | 5%
O=C(NC1(C(=O)O)CCCC1)c1ccccc1 | -1%
Cc1ccc(CNC(=O)c2cc(-c3ccccc3)nn2CC2CC(c3cccnc3)=NO2)cc1 (stereo unspecified) | 0%
OCCOCCn1c(C(CO)Nc2nc(-c3ccccc3Br)cs2)nc2ccccc21 (stereo unspecified) | 16%
CCc1cccc(NC(=O)COC(=O)c2ccccc2OCc2ccccc2Br)c1 | -7%
CCNC(=O)c1c(NC(=O)c2nc(SCC)ncc2Cl)sc2c1CCCC2 | 14%
O=C(NN=Cc1ccccc1O)C1CC1 | 7%
COc1ccc(/C=C/C(=O)c2c(O)c(OC)c3occc3c2OC)cc1OC | 2%
COc1cccc(NC(=S)NC(=O)c2cncc(Br)c2)c1 | -3%
CCCCC[C@@H](/C=C/C1C(=O)C=C[C@H]1C/C=C\CCCC(=O)OC)OC(C)=O (stereo partly specified) | ?
CCOC(=O)C[C@H]1c2cc(F)ccc2S(=O)(=O)N1C(C)(C)C | -2%&-2%
COc1ccc(C=NNc2nc3c([nH]2)c(=O)n(C)c(=O)n3C)cc1 | -1%
CCOC(=O)c1cn(CC)c2cc(N3CCCCC3)c(F)cc2c1=O | -2%
CN(C)CCNc1ccc(CO)c2oc3ccc(O)cc3c(=O)c12 | 35µM*
S=C1NCCN1CC1CCN(CC2CCCC2)CC1 | 19%
COc1ccc(N=Nc2cc(OC)c(N)cc2OC)cc1 | -18%
COc1ccc(OC)c(/C=C(\C)C(=O)c2c(C)cc(C)[nH]c2=O)c1 | 4%
O=[N+]([O-])c1ccc(Oc2cccnc2)c([N+](=O)[O-])c1 | 2%
CCn1c(SCC(=O)Nc2ccc(NC(=O)c3ccco3)cc2)nnc1-c1cccs1 | -5%
COc1ccc(CN(Cc2ccccc2)C(=O)c2ccncc2)cc1COc1ccc(NC(C)=O)cc1 | -21%
CCOc1ccc(NC(=O)c2nc(S(=O)(=O)Cc3ccc(F)cc3)ncc2Cl)cc1 | -27%
CN(C)c1ccc(/C=C/c2ccnc3ccc(-c4ccccc4)cc23)cc1 | 1%
N=C1C(=O)NC(=O)C1c1ccccc1 (stereo unspecified) | 5%
Cc1ccc(C(=O)NC(=S)NCc2ccccc2)cc1Br | -12%
Cc1nn(C)c(Cl)c1S(=O)(=O)N(Cc1ccco1)c1ncnc2nc[nH]c12 | -8%
CN=C1S/C(=C\c2cccc(Cl)c2Cl)C(=O)N1C | 6%
CC(C)(C)OC(=O)N1CCC(C(=O)Nc2ccc(C(=O)NCc3ccccc3)cc2)CC1 | 16%
CC1CNC(=S)N(c2ccc(F)cc2)C1=O (stereo unspecified) | 1%
NS(=O)(=O)c1ccc(S(=O)(=O)N2CCN(c3nc(-c4ccccc4)nc4ccccc34)CC2)cc1 | -9%
O=C(OCc1ccccc1)N1CCN(/[N+]([O-])=N/Oc2ccc([N+](=O)[O-])cc2[N+](=O)[O-])CC1 | -4%
C=C1[C@H](C)CN(S(=O)(=O)C(C)(C)C)[C@H]1CCO | 14%
O=C(/C=C/c1ccc(Cl)c([N+](=O)[O-])c1)NCc1cccnc1 | 2%
S=c1[nH]c2ccccc2n1CCc1ccncc1 | 8%
CC(=O)Oc1cccc2c1C(=O)C1CC=CC(OC(C)=O)C1C2=O (stereo unspecified) | ?
Oc1ccccc1CC=NC1CCCCC1 | -2%
C#CCN1C=CC(=O)[C@@H](OC(=O)Nc2ccc(OC)cc2)[C@H]1c1ccccc1Br | 0%
O=CNc1cc2c(cc1Br)-c1ccccc1C2O (stereo unspecified) | 1%
O=C1C2C3C=CC(O3)C2C(=O)N1Cc1ccncc1 (stereo unspecified) | -18%
CC(=O)N(Cc1ccccc1)c1c(N)nc(N)[nH]c1=O | -10%
COc1ccc(CCn2c3c(c(=O)[nH]c2=S)CN(C)CN3)cc1OC | -15%
O=C(C[N+]1(CC(O)c2ccccc2)CCCCC1)c1ccccc1 (stereo unspecified) | 45%[activator]
COc1ccccc1C(=O)OCCc1ccccc1 | -4%
O=C(Nc1ccc(Cl)cc1)NN1CCCCCC1 | 0%
Cc1c(C(=O)Nc2ccccc2)c2ccc(C(F)(F)F)cc2n1O | 1%
The list goes on:
SMILES | FEN1 inh
CC(C)CCCCCCCCCCCCC(=O)NCC(=O)NC1C(C)OC(Nc2ncnc3nc[nH]c23)C(O)C1O (stereo unspecified) | -16%
COCCCN(C(=O)Cc1ccc(S(=O)(=O)N2CCOCC2)s1)c1c(N)n(Cc2ccccc2)c(=O)[nH]c1=O | -8%
Cc1ccc2oc(-c3cccc(NC(=O)c4ccccn4)c3)nc2c1 | 4%
CC(C)(C)C1CCC(NC(=O)c2cnn3c2NC(=C2CC2)C=C3C(F)F)CC1 (stereo unspecified) | -8%
COc1ccc(C(=O)CSc2nc(=O)n(Cc3cccnc3)c3c2CCC3)cc1 | -23%
CC(C=NNc1ccc([N+](=O)[O-])cn1)=Cc1ccccc1 | 0%
Cc1onc(-c2ccccc2)c1C(=O)NC(C)c1ccccc1 (stereo unspecified) | 13%
OCCNc1nc(Nc2ccc(Cl)cc2)nc(N2CCCC2)n1 | 0%
O=C(CCCOc1ccc(Cl)cc1Cl)Nc1cc(S(=O)(=O)N2CCOCC2)ccc1N1CCOCC1 | -5%
CC(=O)OCC=C1CCC2C3CCC4=CC(=O)CCC4(C)C3C(O)CC12C (stereo unspecified) | 0%
CCOc1ccc(-c2cc(C(=O)N/N=C/c3ccc(O)cc3)c3ccccc3n2)cc1 | -7%
CCOC(OCC)c1nc(N)[nH]c(=O)c1CCCCc1ccccc1 | -1%
CCSc1nc2c([nH]1)c(=O)n(C)c(=S)n2C | 0%
C[C@H]1CCC/C=C/[C@@H]2C[C@H](O)C[C@H]2[C@H](O)[C@H](S(=O)c2ccc(O)cc2)CC(=O)O1 (stereo partly specified) | 5%
CCCCC(=O)Nc1ccc(C2C(=O)c3ccccc3C2=O)cc1 | -4%
Cc1ccc(C2OCC(C)([N+](=O)[O-])CO2)cc1 (stereo unspecified) | -13%
CCNC(=O)NC(=O)C(C)OC(=O)c1cccnc1SC (stereo unspecified) | -1%
CCOC(=O)c1c(C)[nH]c(C(=O)OCc2ccc(C)cc2)c1C | ?
O=C(O)COc1ccc(C=C2SC(=S)N(c3ccccc3)C2=O)cc1 | 4%
O=C1C=CC(=O)N1c1ccc2ccccc2c1 | -2%

21 of these compounds, reformatted.
compound,FEN1 inh
CC(SC(C)C(=O)NN=Cc1cccc(Cl)c1)C(=O)NN=Cc1cccc(Cl)c1 (stereo unspecified),-1%
CCCCn1c(N)c(N(CC(C)C)C(=O)Cc2ccc(S(=O)(=O)N3CCOCC3)s2)c(=O)[nH]c1=O,2%
CC(=O)Nc1ccc(S(=O)(=O)NCC2CC3CCC2C3)cc1 (stereo unspecified),2%
COc1ccccc1NC(=O)C1CC(C(C)C)OC1=O (stereo unspecified),8%
COC(=O)C1N[C@@H]([C@@H](NC(=O)COc2ccccc2)C(=O)NC2CC2)SC1(C)C (stereo partly specified),13%&19%
CCCCCCCCCC[n+]1ccc(/C=C/c2c[nH]c3ccccc23)c2ccccc21,45µM*
O=C(CCCCCCCC(=O)N1CCCCC1)N1CCCCC1,5%
O=C(NC1(C(=O)O)CCCC1)c1ccccc1,-1%
Cc1ccc(CNC(=O)c2cc(-c3ccccc3)nn2CC2CC(c3cccnc3)=NO2)cc1 (stereo unspecified),0%
OCCOCCn1c(C(CO)Nc2nc(-c3ccccc3Br)cs2)nc2ccccc21 (stereo unspecified),16%
CCc1cccc(NC(=O)COC(=O)c2ccccc2OCc2ccccc2Br)c1,-7%
CCNC(=O)c1c(NC(=O)c2nc(SCC)ncc2Cl)sc2c1CCCC2,14%
O=C(NN=Cc1ccccc1O)C1CC1,7%
COc1ccc(/C=C/C(=O)c2c(O)c(OC)c3occc3c2OC)cc1OC,2%
COc1cccc(NC(=S)NC(=O)c2cncc(Br)c2)c1,-3%
CCCCC[C@@H](/C=C/C1C(=O)C=C[C@H]1C/C=C\CCCC(=O)OC)OC(C)=O (stereo partly specified),?
CCOC(=O)C[C@H]1c2cc(F)ccc2S(=O)(=O)N1C(C)(C)C,-2%&-2%
COc1ccc(C=NNc2nc3c([nH]2)c(=O)n(C)c(=O)n3C)cc1,-1%
CCOC(=O)c1cn(CC)c2cc(N3CCCCC3)c(F)cc2c1=O,-2%
CN(C)CCNc1ccc(CO)c2oc3ccc(O)cc3c(=O)c12,35µM*
S=C1NCCN1CC1CCN(CC2CCCC2)CC1,19%

(next part)
SMILES | FEN1 inh
CC(=NNC(=O)c1ccncc1)c1ccc(O)cc1O | -4%
CCN(C(=O)C(=O)c1c(C)[nH]c2ccccc12)c1ccccc1 | -20%
COCCNc1nc(C)cc(-c2cc(C(=O)Nc3ccccc3)on2)n1 | -4%
COc1cc(Cl)c(C)cc1NC(=O)c1ccccc1NC(=O)CN1CCN(c2ccccn2)CC1 | 8%
CC(=O)Nc1c(Cl)c2c(c(Cl)c1Br)-c1ccc(Cl)cc1C2 | 3%
O=C(NOCc1cscn1)Nc1ccccc1 | -2%
O=[N+]([O-])c1cc(-c2csc(NCCc3nc4cc(Cl)c(N5CCCCC5)cc4n3CCCO)n2)ccc1Cl | -13%
O=[N+]([O-])c1ccc2[nH]c(=S)[nH]c2c1 | 6%
Brc1ccc(C2Nc3cccc4cccc(c34)N2)cc1 | 10%
O=C(Cc1cccc(NC(=O)C2CCN(C(=O)C3CCC3)CC2)c1)Nc1cccc(C(=O)N2CCOCC2)c1 | 18%
CCOc1cc2c(cc1O)CCC1C2CCC2(C)C(O)CCC12 (stereo unspecified) | 1%
CCCCCCCCN1[C@@H](CC(=O)OCC)c2cc(C(F)(F)F)ccc2S1(=O)=O | -30%
CC(C)c1nc(SCC(=O)N2CCCC2)c2c(=O)n(C)c(=O)n(C)c2n1 | 16%
CN(CC(=O)Nc1c(Cl)cccc1Cl)C(=O)c1ccc(NS(=O)(=O)c2ccc3[nH]c(=O)[nH]c3c2)cc1 | 13%
C=C1C(=O)c2sccc2C(c2ccc(OC)c(OC)c2)C1COC(C)=O (stereo unspecified) | -3%
COc1ccc(N(C(=O)c2cnccn2)C(C(=O)NC2CCCCC2)c2ccc(Cl)cc2)cc1 (stereo unspecified) | -2%
CC(C)(C)n1ncc2c(=O)n(Cc3ccc(F)c(F)c3F)cnc21 | -1%
COc1cccc(/C=C/c2nccc3ccccc23)c1OC | 2%
CC(C)C[C@H]1CNC(=S)N1CC1CCCN1C[C@H](Cc1ccc(O)cc1)N1C[C@H](Cc2ccccc2)N(CC2CCCCC2)C1=S (stereo partly specified) | 12%
OCCN(CCO)c1cc2c3ccccc3ccc2c2ccccc12 | ?
CC1(c2nnc(Cc3ccccc3)o2)CC(c2ccc(F)cc2)=NO1 (stereo unspecified) | -1%
CCOC(=O)c1ccc(NC(=O)C2CCN(S(=O)(=O)c3ccccc3)CC2)cc1 | 3%
COc1ccc(CC(=O)Nc2cc(S(=O)(=O)N3CCOCC3)ccc2N2CCCC2)c(OC)c1 | 40%[activator]
Cc1ccc[n+](CC(=O)c2ccc(NC(=O)c3ccccc3)cc2)c1C | 15%
Cc1cccc(S(=O)(=O)N2CCN(c3nc(-c4cccs4)nc4ccccc34)CC2)c1 | 6%
Cc1cc(C)nc(N2CCN(c3nc(-c4ccccc4)nc4c3oc3ccccc34)CC2)n1 | 3%
O=C(N[C@@H](Cc1ccc(O)cc1)C(=O)O)c1ccncc1 | -5%
S=C(Nc1ccc(Cl)cc1)N1CCOCC1 | 7%
O=C1CCN(c2ccccc2)N1 | -1%
O=C1C=C(N2CCOCC2)CO1 | 14%
Cc1cc(NS(=O)(=O)c2ccc(Br)s2)no1 | 10%
COc1ccc2c(c1)CCc1cnoc1-2 | 12%
N#CC(C#N)=C1SC(=Nc2ccccc2)C(=Nc2ccccc2)N1c1ccccc1 | 1%
CN(C(=O)c1cccc(NC(=O)Cc2cccc(NC(=O)C3CCCN(C(=O)C4CCCCC4)C3)c2)c1)C1CCC1 (stereo unspecified) | -5%
O=C(CC(NCCN1CCOCC1)C(=O)O)Nc1cccc(Cl)c1 (stereo unspecified) | 10%
N=c1ccn2c(n1)OC1C(O)[C@@H](CO)O[C@H]12 (stereo partly specified) | 10%
COc1ccc(OC)c(Nc2cc(C)nc3ccc(C)cc23)c1 | -18%
C(#CCN1CCOCC1)CCCN1CCOCC1 | -1%
CC1(C)OC(=O)C2(Cc3cc([N+](=O)[O-])ccc3N3CCCCC32)C(=O)O1 (stereo unspecified) | 12%
Cc1ccc(NC(=O)C(C)OC(=O)c2nc(Cl)ccc2Cl)cc1S(=O)(=O)N1CCOCC1 (stereo unspecified) | -24%
O=S(=O)(Nc1ccc(O)c2ccccc12)c1ccc(F)cc1 | ?
Nc1ccn(C2CCCO2)c(=O)n1 (stereo unspecified) | 0%
COc1ccc(CNc2ccncc2)c(OC)c1OC | -1%
Nc1ccccc1-c1ccc(Cl)cc1 | 5%
CCN(CC)c1ccc(C=NN2CCCCCC2)cc1 | 8%
CC(C)C(=O)Nc1cccc(COc2ccc(CN(Cc3ccccc3)C(=O)OC(C)(C)C)cc2)c1 | -27%
OC(c1ccccc1)C(O)c1ccccc1 (stereo unspecified) | 4%
CC(=O)N(O)c1ccc(/C=C2\C=Cc3ccccc32)cc1 | -19%

Some of the compounds tested. The share of hits here may be higher or lower than overall.
